# Salmonella PhoP GFP = PhoP-dependent GFP reporter repression – Salmonella Typhimurium, primary screen (AID 1863). S. Typhimurium PhoP-regulated promoter GFP reporter, 4 h; higher % means a stronger effect. inhibition, % at 50 µM; hits with a dose series show IC50 in µM. 300,000 tested, 0.16% active;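 active = inhibition over 29.93%, a cutoff 3 SD above the screen mean, later confirmed by dose response; inconclusive = inhibition over 29.93% but no dose response follow-up; inactive = inhibition at most 29.93% or unconfirmed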;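 also: 0% = low Mg2+ inducing control and 100% = high Mg2+ repressing control; strong numbers were not always called active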
# K1F lysis inhibition = inhibition of K1F phage lysis, E. coli UTI89, bacterial capsule biogenesis inhibitors, alamar blue (AID 488966); E. coli UTI89 K1F phage lysis, alamar blue, 2 h; higher % means a stronger effect; one-dose inhibition, % at 100 µM; IC50 in µM for titrated hits; 340,000 tested, 0.02% active;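 active = phage lysis inhibition, versus mean bacterial control, above a set limit; inconclusive = no clear call, values can overlap the other calls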;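 also: capsule biogenesis inhibitors block K1F phage lysis so surviving cells raise fluorescence; higher fluorescence means more inhibition of phage lysis; actives were called in the ten point dose series up to 300 µM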
# TNAP activation fold = human TNAP enzyme activators, primary screen, biochemical, luminescent, no phosphate acceptor, uHTS (AID 1001) | purified TNAP, luminescent activation assay, no phosphate acceptor; higher activation fold means a stronger effect | activation fold at 20 µM, or EC50 in µM where a hit was titrated | 200,000 tested, 0.03% active; in the data active = activation fold from about 3, or a potency from the dose series; inactive = the rest, 99 in 100 with activation fold below about 1.6; also: many of its hits are not listed in these tables
# Rac1 GTP hydrolysis = MgcRacGAP GTPase-activating activity inhibitors, confirmation, biochemical, ADP Hunter fluorescence | MgcRacGAP-stimulated Rac1 GTP hydrolysis, ADP Hunter fluorescence; higher % means a stronger effect; GST-tagged Rac1 F28L mutant substrate | inhibition, % at 30 µM; hits with a dose series show IC50 in µM | 340,000 tested, 0.6% active | AID 624330;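 active = first-screen hits whose inhibition reached a set limit at any dose in the follow-up dose series; inconclusive = inhibition above the set first-screen limit but never retested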;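 also: fluorescence reports GDP produced by GAP-driven GTP hydrolysis; strong numbers were not always called active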
# NTR1 ag = NTR1-driven beta-arrestin-GFP spot formation – imaging, U2OS cells, high content, primary screen (AID 493036). P30989. agonist mode. activation, % at 20 µM. 330,000 tested, 0.17% active;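 active = activation at or above 40% of the spot to cytoplasm intensity ratio, with at least 20 cells analyzed; inconclusive = wells under 20 cells, flagged as cytotoxic or low count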;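 also: 0% = DMSO without peptide and 100% = 100 nM NTR1 peptide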
# Target sequence (P30989 whole entry, looked up): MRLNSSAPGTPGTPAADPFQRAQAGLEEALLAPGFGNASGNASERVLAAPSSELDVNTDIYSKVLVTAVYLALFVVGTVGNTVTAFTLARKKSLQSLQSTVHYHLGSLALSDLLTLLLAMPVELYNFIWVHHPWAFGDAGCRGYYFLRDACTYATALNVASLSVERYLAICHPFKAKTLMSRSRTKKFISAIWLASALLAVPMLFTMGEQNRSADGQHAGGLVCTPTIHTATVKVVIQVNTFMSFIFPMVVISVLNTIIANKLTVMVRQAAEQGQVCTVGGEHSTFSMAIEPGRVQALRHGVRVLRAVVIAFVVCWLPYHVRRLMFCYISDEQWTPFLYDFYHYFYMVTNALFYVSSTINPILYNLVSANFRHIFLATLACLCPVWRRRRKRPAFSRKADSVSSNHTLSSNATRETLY
# Large T inhibition = SV40 large T antigen inhibitors, biochemical (AID 1903). SV40 large T antigen ATPase/helicase inhibition assay; higher % means a stronger effect. inhibition, % at 20 µM, or IC50 in µM where a hit was titrated. 310,000 tested, 0.39% active; in the data active = a potency from the dose series; inconclusive = inhibition mostly from about 32% at the one dose, without a potency; inactive = the rest, 99 in 100 with inhibition below about 32%; also: strong numbers were not always called active
# Myeloid diff MLP = compounds promoting myeloid differentiation; calls only at 10 µM; ER-HoxA9 myeloid progenitors, lysozyme-GFP differentiation, flow cytometry; 360,000 tested, 1% active; AID 624256;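 active = normalized GFP-positive differentiation at or above the plate's own cutoff, the solvent-only control mean plus 3 SD; inconclusive = no clear call, values can overlap the other calls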;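 also: cells exposed to compound for four days before flow analysis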
# RSV antiviral HEp-2 = inhibition of RSV-induced cytopathic effect – HEp-2 cells, primary 10 µM value included (AID 2391); HEp-2 cells, RSV-induced CPE inhibition; higher % means a stronger effect; CPE inhibition, % at 10 µM; hits with a dose series show IC50 in µM; 310,000 tested, 0.13% active; in the data active = a potency from the dose series; inconclusive = CPE inhibition mostly from about 23% at the one dose, without a potency; inactive = the rest, 99 in 100 with CPE inhibition below about 21%; also: strong numbers were not always called active
# T cell modulator = T cell immune modulators affecting CD8 T cell-vesicle binding; 2C CD8+ T cell-vesicle binding, flow cytometry; stronger effect = lower value; AID 2052; 330,000 tested, 0.068% active; calls only at 7 µM;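 active = response, share of CD8 T cells binding vesicles, and their 90th percentile fluorescence all below set limits, cut at about 80% in these data, passing the limit was not always enough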
#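 Material: murine 2C transgenic CD8+ T lymphocytes / Also added: QL9-peptide-loaded Drosophila micro-vesicles bearing Ld, ICAM-1 and B7-1 / Schedule: binding step 1.5 h, 37 °C, antibody labelling 20 min, ice / Signal: flow cytometry, PE anti-B7-1 (FL2) versus Alexa647 anti-CD8 (FL8), PFA-fixed / Evaluation: percent CD8+ FL2 mean versus row control / Benchmarks: naked versus QL9-loaded vesicles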
# T cell modulator vesicle-bound % = recorded beside T cell modulator, whose call it bears; double positive events, %; measured here: CD8+ vesicle-bound cell fraction;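 binding gate set so that unloaded-vesicle control wells show 10% double positive cells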
# NTR1 ag cell count 20 µM = second read-out of NTR1 ag, no call of its own (marks repeat the call); cell count; measured here: cell count, cytotoxicity flag
# Myeloid diff MLP GFP+ MAC1+ % = second read-out of Myeloid diff MLP, no call of its own (marks repeat the call); GFP+ MAC1+ double positive, %; measured here: differentiation confirmed by MAC1 staining
# * marks the source's active call; other numbers are inactive results; i = inactive; ? = inconclusive; nt = not tested or not shown; [ ] = remark or other dose.
SMILES,Salmonella PhoP GFP,K1F lysis inhibition,TNAP activation fold,Rac1 GTP hydrolysis,NTR1 ag,NTR1 ag cell count 20 µM,Large T inhibition,Myeloid diff MLP,Myeloid diff MLP GFP+ MAC1+ %,RSV antiviral HEp-2,T cell modulator,T cell modulator vesicle-bound %
CN(CC(=O)Nc1ccccc1Br)C(=O)c1ccccc1-c1nc2ccccc2s1,17.3%,-1.3%[50 µM],nt,3.2%,3.4,67,-2.7%,?,nt,2.2%,i,30.1
CCOc1ccc(C=NNc2ccc(S(=O)(=O)Nc3ccccc3C(=O)O)cc2[N+](=O)[O-])cc1OC,nt,8.2%,nt,10.0%,1.1,61,nt,i,0.5,nt,i,54.5
Cc1ccc(C)c(NC(=O)CSc2nnc(-c3ccncc3)o2)c1,-5.5%,nt,nt,nt,0.3,34,6.0%,i,0.5,1.4%,i,57.5
CS(=O)(=O)N(CC(=O)NC1CC2CCC1C2)c1cccc(C(F)(F)F)c1 (centres undefined),3.0%,0.5%,1.1,7.0%,3.8,71,4.3%,i,2.6,1.3%,i,49.2
CCC(C)SCc1nc2ccccc2[nH]1 (centres undefined),8.1%,0.6%,1,9.3%,2.3,41,6.2%,i,1.4,-0.6%,i,21.3
COc1ccccc1CNC(=O)COC(=O)c1cc(=O)[nH]c2ccccc12,nt,0.6%[50 µM],nt,-1.1%,-0.9,53,nt,i,0.4,0.1%,i,33.7
N=c1oc2ccccc2cc1C(=O)N/N=C/c1ccccc1,6.1%,0.9%,0.5,4.2%,1.0,40,7.6%,i,1.0,3.1%,i,25.1
COc1ccc(/C=C2/SC(=O)N(CCC(=O)Nc3ccc(S(=O)(=O)Nc4nccs4)cc3)C2=O)cc1,-13.3%,3.3%,1.1,-0.9%,1.5,42,15.1%,i,0.3,4.6%,i,22.4
CCOC(=O)Nc1cccc(OCC(=O)Nc2ccccc2OC)c1,-2.7%,0.2%,nt,2.7%,1.5,83,2.7%,i,0.5,5.6%,i,20.5
CCOc1ccc(NCc2cc3c(C(C)(C)C)nn(-c4ccccc4)c3[nH]c2=O)cc1,-5.5%,0.9%,1.1,1.5%,14.7,50,14.1%,i,4.5,8.6%,i,16.4
CCCCc1nnc(NC(=O)C2CC(=O)N(c3ccc(C)cc3)C2)s1 (centres undefined),-5.1%,0.3%,1.1,3.7%,0.3,58,25.8%,i,0.1,0.2%,i,17.9
COc1cc(/C=C/C(=O)Nc2ccc3[nH]c(=O)[nH]c3c2)cc(OC)c1OC,-3.2%,1.1%,1.1,6.8%,0.2,60,8.6%,nt,nt,2.5%,i,45.2
CCn1nc(C)c(CN2CCCC(CO)(Cc3ccccc3)C2)c1C (centres undefined),-8.5%,0.1%,1.1,6.6%,0.7,59,3.6%,i,1.6,42.9µM*,i,21.3
COc1ccccc1C(=O)NCCC(=O)NC1CCCC(C)C1C (centres undefined),1.9%,1.0%[50 µM],nt,8.8%,-1.1,48,7.4%,i,1.3,1.0%,i,42.1
NS(=O)(=O)c1ccc(CCNC(=O)CSc2nc3ccccc3c(=O)n2CC2CCCO2)cc1 (centres undefined),-7.3%,0.4%,nt,9.3%,-0.2,59,18.6%,i,4.5,2.1%,i,26.1
CN(Cc1c(F)cccc1Cl)C(=O)CNC(=O)c1sc2ccccc2c1Cl,2.7%,-1.5%,nt,3.9%,2.8,66,8.0%,i,0.4,0.2%,i,32.9
Cc1c(Cc2ccccc2)c(=O)oc2cc(OCC(N)=O)ccc12,1.1%,1.1%,1.1,2.4%,0.9,40,0.6%,i,0.1,-0.6%,i,55.2
Cc1nnsc1C(=O)NC1CCCc2c1cnn2-c1ccccc1F (centres undefined),-1.6%,0.0%,nt,5.8%,-0.9,60,5.0%,i,2.5,0.9%,i,26.3
C(#Cc1ccc(C#CCN2CCOCC2)cc1)CN1CCOCC1,-10.8%,0.9%,1.1,3.9%,0.3,85,2.0%,i,1.2,-0.2%,i,45.9
CCN1C(=O)[C@@H]2C(C(=O)c3cnccn3)=NN[C@@H]2C1=O,-16.6%,-0.1%,nt,8.3%,-0.9,40,6.4%,i,0.7,nt,i,32.2
CCn1c(NC(=O)C(C)C)c(-c2ccccc2)c(=O)c2ccccc21,-11.8%,nt,nt,nt,3.5,49,6.1%,i,1.4,0.6%,i,28.9
Cc1cccc(OCC(=O)N2CCN(C(=O)c3cccs3)CC2)c1,-2.6%,1.4%,1,9.7%,0.5,44,1.6%,i,0.7,1.6%,i,28.5
OCC[C@H]1C[C@@H](O)[C@H](O)[C@@]2(Cc3ccccc3CCO2)O1,1.8%,2.2%,nt,10.6%,2.9,65,-1.7%,i,1.4,4.0%,i,16.0
COc1ccc(CC2(CO)CCN(S(=O)(=O)c3c(C)nn(C)c3C)CC2)cc1,4.5%,-0.6%,1,-0.3%,-0.8,48,2.3%,i,0.9,-1.1%,i,22.2
O=C1CC(C(=O)Nc2ccc(Cl)cc2)S/C(=N\N=C\c2ccco2)N1 (centres undefined),-4.8%,0.1%,nt,10.6%,0.9,64,14.3%,i,0.6,2.4%,i,21.6
CC(C)C(=O)Nc1ccc(C(=O)NN2C(=O)c3ccccc3C2=O)cc1,-8.6%,1.1%[50 µM],1.3,6.5%,-0.2,60,9.3%,i,1.5,1.1%,i,61.0
COCCNC(=O)c1cnn2c(C(F)(F)F)cc(-c3ccc(C)cc3)nc12,nt,0.1%,1.1,4.7%,5.0,63,nt,i,0.3,6.2%,i,60.8
COc1ccccc1C(=O)N/N=C/c1c[nH]c2ccccc12,-0.8%,0.1%,nt,4.4%,3.0,46,16.0%,i,0.8,2.6%,i,22.1
Cn1cnc([N+](=O)[O-])c1Oc1ccccc1,21.7%,-17.9%,1,-1.3%,-0.4,44,11.0%,i,0.3,-0.8%,i,38.2
CCCCNC(=S)NNC(=O)c1cccnc1,1.1%,1.6%,1.8,6.8%,-2.2,81,10.5%,i,0.8,1.4%,i,44.2
O=C1C(Cl)=C(NCc2cccnc2)C(=O)c2ccccc21,17.4%,0.1%,nt,11.7%,3.7,67,4.5%,?,nt,0.6%,i,46.4
CCC(C)N(CC(=O)NCc1ccc(OC)cc1)C(=O)c1csnn1 (centres undefined),6.5%,0.4%,1.2,1.9%,0.7,68,3.6%,i,1.7,1.5%,i,30.6
COc1cc2cc(C(c3nnnn3C3CCCC3)N3CCc4ccccc43)c(=O)[nH]c2cc1OC (centres undefined),-5.0%,1.7%,1,5.6%,-0.9,68,22.9%,i,1.1,0.3%,i,9.6
Cc1cc(C(=O)COC(=O)C(C)NC(N)=O)c(C)n1Cc1ccco1 (centres undefined),-8.2%,-0.1%,1.1,3.2%,0.9,50,5.7%,i,0.4,1.6%,i,3.6
COc1ccc(CC(=O)Nc2nc(-c3cccc([N+](=O)[O-])c3)cs2)cc1,4.4%,-7.2%,1.1,5.4%,0.8,47,-3.7%,i,0.4,1.6%,i,12.5
O=C(OCc1nnc(-c2ccccc2Br)o1)c1ccco1,nt,0.3%[50 µM],nt,4.9%,-1.7,68,nt,i,0.4,nt,i,43.5
COc1cccc(OCC(=O)N(Cc2nc(-c3ccc(Cl)cc3)no2)C(C)C)c1,-1.0%,-1.5%,1.1,-9.7%,0.8,98,-0.3%,nt,nt,1.7%,i,48.3
COc1ccccc1C(CNC(=O)c1ccc(NS(=O)(=O)c2ccc(F)c(C)c2)cc1)N1CCCC1 (centres undefined),0.3%,0.3%[50 µM],nt,0.9%,1.1,58,9.9%,i,0.7,0.1%,i,39.0
COc1ccc(/C=C/C(=O)OCC(=O)NC2CCCC2)cc1OC,nt,6.8%,nt,-2.4%,-0.7,73,nt,i,0.8,nt,i,31.5
CCOC(=O)c1ccc(NC(=S)N2CCCC(C(=O)N3CCCC3)C2)cc1 (centres undefined),-1.8%,4.3%[50 µM],nt,3.9%,-0.4,72,11.0%,i,0.7,1.6%,i,33.3
CCOc1nsc(OCC)n1,-0.2%,-0.1%,nt,8.2%,0.4,95,1.1%,i,0.3,0.8%,i,15.8
COC(=O)C1=C(C)NC(C)=C(C(=O)OC)C1C(=O)OCc1nnc(-c2ccccc2Cl)o1,nt,1.3%[50 µM],nt,4.4%,-1.7,74,nt,i,0.5,nt,nt,nt
N#Cc1ccc2ccn(CC(=O)NC3CCCCCC3)c2c1,1.6%,0.4%,1,10.0%,1.4,55,23.0%,i,0.4,0.8%,i,47.4
Cc1cccc(CN2C(=O)N/C(=C/c3cc(C)n(-c4ccccn4)c3C)C2=O)c1,-2.6%,-0.1%,1.1,13.1%,2.8,40,14.8%,nt,nt,2.7%,i,50.4
O=C(Cn1cc([N+](=O)[O-])cn1)NCCc1c[nH]c2ccccc12,8.3%,0.5%,1.1,9.3%,-1.4,46,7.1%,i,0.4,-1.9%,i,52.4
CC(C)(C)NC(=O)NC(=O)COC(=O)c1ccco1,-1.6%,-0.1%,1,9.1%,-0.2,45,17.1%,i,1.2,-0.6%,i,13.9

# Screening results: PubChem BioAssay, several laboratories
